SR-BI uptake up: activators of SR-BI mediated HDL lipid uptake | actives 0.096% (n = 320,000) | activation, % at 12.5 µM | AID 504775 | CHO ldlA[mSR-BI] cells, DiI-HDL uptake fluorescence, 3 h; 100 = double the neutral-control signal;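 active = mean replicate activation of at least 60% and every replicate at or above 60%; inconclusive = mean or all-replicate condition met, but not both; inactive = mean below 60% and not all replicates reaching 60%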;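 note: 0% = median plate neutral-control signal and 100% = twice that signal; values of inactives mirror those of a sister screen read the other way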
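Assay system: CHO ldlA[mSR-BI] cells, LDL receptor-null, SR-BI overexpressing; medium: Ham's F12 with 0.5% BSA, HEPES 25 mM, pH 7.4; also added: DiI-HDL 10 µg/mL; timing: 3 h uptake period with compound, 37 °C; signal: DiI fluorescence, bottom read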
LANA DNA inh: KSHV C-LANA DNA binding inhibition. MBP-C-LANA/FAM-LBS DNA binding, fluorescence polarization. inhibition, % at 9 µM. actives 0.078% (n = 340,000). AID 504423;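 active = highest replicate inhibition at or above 60% at 9 µM, even if other replicates fall short; inactive = all replicates below 60% inhibition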;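 note: 0% = neutral control wells and 100% = 4 µM acridine orange control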
PKA-R2B act: activators of human PKA-R2B complex. P22694+P31323. PKA-R2B holoenzyme dissociation, Cy5-IP20 fluorescence polarization; R2B truncated from residue 108, S112A mutant; 0% DMSO only, 100% 113 µM cGMP. activation, % at 11.4 µM. actives 0.079% (n = 340,000). AID 504700;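 active = activation above a cutoff set at the mean over all compounds plus 3 SD, cut at about 18% in these data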;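 note: higher means more holoenzyme dissociation and a rise in polarization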
CAL PDZ FP-1: inhibitors of human CAL PDZ peptide binding; inhibition, % at 20 µM; purified CAL PDZ, TMR-peptide fluorescence polarization, 1 h; AID 504414; actives 0.02% (n = 330,000);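 active = highest replicate inhibition of at least 40%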;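 note: plate controls were DMSO neutral control wells for no effect and unlabeled competitor peptide control wells for full effect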
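Test system: purified CerCALP PDZ construct; Compound dosing: one concentration, 20 µM compound; Also added: TMR-labelled reporter peptide T*-PRC34 bound in PDZ groove; Read-out: inhibition from polarization loss; Controls: unlabelled peptide and DMSO controls; Signal: FP readout, S and P plane fluorescence; Incubation: 1 h at RT.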
Rtt109 Vps75: blocks Candida albicans Rtt109/Vps75 acetyltransferase activity | Q5AAJ8 | purified Rtt109/Vps75, ThioGlo CoA-SH fluorescence, 4 h | inhibition, % at 34.9 µM | actives 0.16% (n = 330,000);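 active = inhibition of at least 50% in every replicate; inconclusive = best replicate reaches 50% inhibition but some replicates fall short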
Target sequence (Q5AAJ8 whole entry, looked up): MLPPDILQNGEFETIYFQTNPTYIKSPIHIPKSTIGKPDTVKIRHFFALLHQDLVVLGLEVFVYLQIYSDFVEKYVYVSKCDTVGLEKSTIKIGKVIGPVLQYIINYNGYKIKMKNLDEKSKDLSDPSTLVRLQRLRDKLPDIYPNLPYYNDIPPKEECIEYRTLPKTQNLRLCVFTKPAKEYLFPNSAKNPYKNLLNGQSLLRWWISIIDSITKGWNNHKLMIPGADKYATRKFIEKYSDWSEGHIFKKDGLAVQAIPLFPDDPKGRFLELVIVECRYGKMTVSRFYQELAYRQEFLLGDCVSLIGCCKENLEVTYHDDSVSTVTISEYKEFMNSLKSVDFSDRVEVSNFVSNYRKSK
CAL PDZ FP-2: blocks peptide binding to the human CAL PDZ domain. Q9HD26. purified CAL PDZ, TMR-peptide fluorescence polarization, 1 h. inhibition, % at 24.9 µM. actives 0.92% (n = 300,000). AID 602252;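 active = mean inhibition of at least 30% with at least half of replicates also reaching 30%; inconclusive = no clear call, values can overlap the other calls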;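 note: 0% = DMSO neutral control and 100% = excess unlabeled competitor peptide PRC23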
DAGLB inh: blocks human DAGLB lipase activity; Q8NCG7; HEK293T DAGLB membrane lysate, EnzChek fluorogenic substrate; inhibition, % at 5.17 µM; actives 0.059% (n = 340,000); in the data active = inhibition above about 34%;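 note: 0% = enzyme with vehicle and 100% = wells lacking enzyme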
Cardiac RTF inh: cardiac RTF calcium desensitization; IANBD-labeled cardiac RTF, Ca2+ fluorescence; inhibition, % at 7.15 µM; actives 0.12% (n = 340,000);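 active = inhibition above the mean inhibition of all tested compounds plus 3 SD, cut at about 17% in these data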;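 note: assay run at fixed EC70 calcium of 1.6 mM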
cardiac RTF act: increases calcium sensitivity of human cardiac regulated thin filaments. P19429+P45379. IANBD-labeled TnC RTF fluorescence at EC20 calcium; 0% EC20 calcium, 100% full calcium. activation, % at 7.2 µM. actives 0.24% (n = 340,000);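 active = activation above the mean over all tested compounds plus 3 SD, cut at about 30% in these data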;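 note: rise in fluorescence read as greater calcium sensitivity of cardiac thin filaments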
Keap1-Nrf2 PPI: Keap1-Nrf2 (human) interaction inhibition | Q14145 | Keap1 Kelch-Nrf2 peptide fluorescence polarization, 1536-well | inhibition, % at 9.4 µM | actives 0.15% (n = 340,000) | AID 504523; in the data active = inhibition above about 12%; inconclusive = no clear call, values can overlap the other calls; inactive = below about 7.3%;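 note: human Keap1 Kelch domain with fluorescein labeled Nrf2 9mer peptide probe; 0% = neutral control wells and 100% = peptide positive control; higher means more block of Keap1 binding to Nrf2 peptide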
Target sequence (Q14145 whole entry, looked up, the tested form may be a part): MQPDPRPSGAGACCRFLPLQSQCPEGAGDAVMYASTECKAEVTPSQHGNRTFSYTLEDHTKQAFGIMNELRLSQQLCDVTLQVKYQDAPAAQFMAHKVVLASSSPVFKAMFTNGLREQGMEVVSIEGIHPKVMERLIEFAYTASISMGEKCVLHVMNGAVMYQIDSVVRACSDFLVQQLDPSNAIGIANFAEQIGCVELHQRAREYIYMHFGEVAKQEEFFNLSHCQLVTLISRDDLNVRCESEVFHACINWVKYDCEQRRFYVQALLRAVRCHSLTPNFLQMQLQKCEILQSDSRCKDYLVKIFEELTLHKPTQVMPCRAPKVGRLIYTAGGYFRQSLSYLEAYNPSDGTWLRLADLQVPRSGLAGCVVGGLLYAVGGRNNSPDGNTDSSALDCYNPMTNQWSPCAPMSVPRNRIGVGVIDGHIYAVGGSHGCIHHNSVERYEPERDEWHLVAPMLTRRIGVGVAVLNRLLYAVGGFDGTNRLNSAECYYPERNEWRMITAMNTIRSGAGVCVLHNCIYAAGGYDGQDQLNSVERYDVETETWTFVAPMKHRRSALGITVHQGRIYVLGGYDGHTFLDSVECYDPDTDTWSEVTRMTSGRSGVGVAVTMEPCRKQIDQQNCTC
* hit, by the source's call; ? = inconclusive; . = no result given.

Order of results: SR-BI uptake up	LANA DNA inh	PKA-R2B act	CAL PDZ FP-1	Rtt109 Vps75	CAL PDZ FP-2	DAGLB inh	Cardiac RTF inh	cardiac RTF act	Keap1-Nrf2 PPI
> O=C(Cc1ccc([N+](=O)[O-])cc1)NC1CCCCCC1
  8	-0.8	4	-1.5	-1	0	1	-1	-3	-4
> O=C(Nc1ccc(N2CCN(C(=O)c3ccco3)CC2)cc1)c1cccnc1Cl
  -14	0.8	0	-3.0	.	-2	0	5	-1	-1
> CC(C)C(=O)Nc1c2c(nc3ccccc13)N(C)CC2
  7	-0.2	6	0.4	-29	0	-1	1	-4	0
> CC(CC(=O)Nc1ccc(Br)cc1F)S(=O)(=O)c1ccc2c(c1)NC(=O)CO2 (centres undefined)
  4	0.3	-1	-2.3	-4	-2	4	-2	-5	-1
> C=C(C)CSc1nnc(-c2ccc(C)cc2)n1N
  27	0.4	0	0.7	4	1	0	-3	-1	-4
> COc1cc(/C=N\NC(=O)c2ccc(C)nc2)ccc1OC(=O)c1cccc(F)c1
  .	2.4	-2	-2.0	-16	1	-2	-3	6	-7
> Cc1ccc(C)c(-c2nc3ccc(N)cc3[nH]2)c1
  -34	1.3	-8	-1.0	1	-4	4	-20	-6	-10
> C[C@H]1C=C(C(=O)NCc2nc3ccccc3[nH]2)O[C@@H](OCCCCO)C1
  15	2.4	-1	0.3	-6	-2	-1	1	1	-1
> COc1cc(C(CC(=O)Nc2ccc(Cl)cn2)N2Cc3ccccc3C2=O)cc(OC)c1OC (centres undefined)
  -31	0.8	-7	-0.6	.	-3	-3	4	2	4
> CCOc1cc(C(=O)CSc2nnc(CNc3ccc(Cl)cc3)o2)ccc1NC(=O)CC
  -52	1.2	0	-1.3	-5	1	3	-10	10	1
> CCOC(=O)Cc1csc(NS(=O)(=O)c2ccc(OC)cc2)n1
  10	0.7	4	-1.2	-6	.	-1	-8	7	2
> CC[N+](CC)(CC#Cc1ccccc1)CC(=O)c1ccc(Cl)cc1
  29	1.6	1	0.2	5	2	2	5	-1	2
> CC(C)OP(=O)(c1ccc(N(C)C)cc1)C(O)c1ccc(N(C)C)cc1 (centres undefined)
  0	-3.8	-3	-0.3	-22	0	-4	0	-5	-3
> CCOC(=O)c1sc(N/N=C/c2cc(Br)c(O)c(OC)c2)nc1C
  -61	-2.3	6	0.3	6	-4	3	-2	-1	-1
> COc1ccc(C2OC(=O)C(C)(C)C(=O)C2(C)C)cc1OC (centres undefined)
  1	-0.7	0	0.0	-3	.	0	2	-1	-3
> CC(C)Cc1nc2ccc(N)cc2[nH]1
  9	-0.4	1	0.5	19	13	2	1	6	-4
> COc1ccc(CN2CCC(=O)N([C@H](CO)Cc3ccccc3)CC2)cc1
  4	0.3	11	0.1	-7	-6	1	2	4	-1
> Nc1nnc(SCC(=O)OCc2ccc(F)cc2)s1
  19	0.5	-2	-1.5	7	-3	2	3	-4	-2
> COC(=O)c1ccc(CSc2nnc(CNC(=O)c3cccs3)o2)o1
  -5	-5.3	-12	-3.0	-3	1	0	-7	1	-3
> C=C(C)CSc1cc(C)nc2c(-c3ccccc3)c(C)nn12
  -2	0.3	6	-1.1	0	.	-6	2	-3	-3
> CC(=O)c1c(C)[nH]c(C(=O)OCC(=O)Nc2sc3c(c2C#N)CCCC3)c1C
  -29	1.6	11	-3.4	-3	-2	-1	3	3	1
> Cc1cccc(N(C(=O)c2ccc(Cl)cc2)C2CS(=O)(=O)CC2OC(=O)c2ccc(Cl)cc2)c1 (centres undefined)
  14	0.0	-10	0.3	7	-4	-7	-1	1	0
> COc1cc2cc(C#N)c(SCC(=O)N3CCOCC3)nc2cc1OC
  -14	1.0	-4	0.3	.	-1	-2	-4	3	3
> COc1ccc(C(=O)NCC(c2cccnc2)N2CCN(c3ccc(F)cc3)CC2)cc1OC (centres undefined)
  -27	1.0	2	-0.5	2	.	0	1	0	-3
> Cc1nc(-c2noc(-c3ccccc3Cl)n2)c(C(F)(F)F)o1
  -4	-0.7	4	-0.7	0	.	-15	-6	3	-3
> CCC(=O)NC(Nc1cc(C)cc(C)n1)(C(F)(F)F)C(F)(F)F
  3	-0.9	-4	-1.9	2	-4	-6	2	-4	-6
> O=C(CCCn1cnc([N+](=O)[O-])n1)Nc1cc(Cl)ccc1O
  -3	-0.3	4	-1.1	0	0	0	-4	2	-2
> COc1ccc(S(=O)(=O)N2CCC(C(N)=O)CC2)cc1
  10	-0.4	-2	-0.2	-4	.	3	-12	7	?
> CN(C)C(=O)N1CCNCC1
  -1	-0.4	5	-0.5	-32	.	-3	-7	-2	1
> O=C(Cn1ccccc1=O)c1cccs1
  17	0.4	-19	-1.7	29	-2	-3	9	3	-1
> Cc1ccc(CS(=O)(=O)c2ccccc2-c2nnc(-c3ccc(Cl)cc3)o2)cc1
  -62	1.1	-11	0.4	9	-2	-3	-2	-3	-3
> Cc1[nH]c2ccccc2c1CCNC(=O)c1ccc2c(c1[N+](=O)[O-])C(=O)c1ccccc1C2=O
  -23	1.9	5	1.0	-2	0	18	5	-1	-1
> COc1cccc2c1C(=O)C[C@]1(CCCC[C@@H]1C)O2
  -12	-1.7	-17	-0.1	-1	-2	-6	7	2	4
> Cc1oc2c(C)c3oc(=O)c4c(c3cc2c1C)CCC4
  -1	0.8	-3	-0.8	-8	0	-3	-5	-1	-3
> COc1ccc(CC(=O)OCC(=O)Nc2cc(S(=O)(=O)N3CCOCC3)ccc2N2CCCC2)cc1
  11	0.6	-1	-2.3	-2	-3	-1	-15	0	-1
> CCCn1nc(C(=O)Oc2ccc3c(C)cc(=O)oc3c2)c2ccccc2c1=O
  -10	-0.4	-2	-0.9	-193	.	-1	-4	4	-4
> C#CCN(C)CC/C=C1\c2ccccc2CSc2ccccc21
  -15	-2.1	-5	-0.8	-7	-1	-9	2	-1	5
> Cc1cccc(NC(=O)C2C3C=CC4(O3)C2C(=O)N(CCCN2CCCC2)C4C(=O)NC2CCCC(C)C2C)c1 (centres undefined)
  .	-1.0	3	-0.6	12	3	2	-8	-3	1
> CCOC(=O)CC(=O)CSc1nc2c(sc(=S)n2-c2ccccc2)c(=O)[nH]1
  4	-1.1	-6	-1.9	-2	.	18	-1	3	5
> CCOC(=O)C1CCN(C(=O)Cc2ccccc2OC)CC1
  21	0.4	-19	-0.3	-18	-1	-6	-1	9	-2
> COc1ccc(NS(=O)(=O)c2ccc(C)c(C(=O)N3CC(C)OC(C)C3)c2)cc1 (centres undefined)
  14	-0.1	-8	-1.0	6	1	-5	-10	-1	-1
> O=C(Nc1ccc(C(=O)N2CCCCC2)cc1)c1ccccc1
  -3	1.5	3	-0.8	0	-1	0	0	-1	0
> Cc1cc(NC(=O)c2ccc(C)s2)n(-c2ccccc2)n1
  -7	-3.5	3	-1.0	-1	-2	3	0	6	-4
> COCCN(C(=O)COC(=O)CCOc1ccccc1)c1c(N)n(Cc2ccccc2)c(=O)[nH]c1=O
  35	1.1	2	-0.6	-3	-4	-2	-17	-4	-6
> Cc1sc2nc(SCc3nc(-c4ccccc4)no3)n(-c3ccccc3)c(=O)c2c1C
  48	-0.2	16	-0.4	2	3	-7	-27	5	1
> O=C(C[n+]1cccc(/C=N/O)c1)N1CCCCCC1
  12	2.7	-14	0.5	-5	-5	2	-9	2	-3
> CC1CN(c2ccc([N+](=O)[O-])nc2)CC(C)O1 (centres undefined)
  17	0.2	-1	-0.9	0	.	0	-2	0	-2
> Cc1cc(C)c(S(=O)(=O)Nc2ccc3c(c2)CCC3)c(C)c1
  -26	1.8	-3	-0.6	5	0	-5	-3	-8	-3
> Cc1ccc(-c2nnc(N3CCCCCC3)c3ccccc23)cc1
  .	-1.7	1	-0.2	17	.	-4	-16	0	-9
> Cc1nn(-c2ccccc2)c(C)c1NS(=O)(=O)c1ccccc1
  -31	1.0	-1	-0.4	32	-5	0	3	-2	-3

(continued)
Order of results: SR-BI uptake up	LANA DNA inh	PKA-R2B act	CAL PDZ FP-1	Rtt109 Vps75	CAL PDZ FP-2	DAGLB inh	Cardiac RTF inh	cardiac RTF act	Keap1-Nrf2 PPI
> CCOC(=O)N1CCC(NC(=O)CSCc2nc(-c3ccc(C)cc3)oc2C)CC1
  -44	-0.6	-7	-0.9	-6	.	1	13	-1	-4
> CCCc1cc(=O)oc2cc(C)cc(OC(=O)c3ccco3)c12
  26	1.7	1	-2.9	-4	-3	-1	-1	-1	0
> CC(=O)c1ccc(NC(=O)COc2ccc3c(c2)OCO3)cc1
  -4	-1.3	-1	0.3	-12	-4	-5	-5	-3	-5
> CC1CC(NC(=O)CC#N)CC(C)(C)C1 (centres undefined)
  -22	-6.0	-1	-0.8	-7	.	-2	-1	-5	-3
> Cc1cc(C)c(C2=CC(=O)C[C@H](c3ccc4c(c3)OCO4)C2)c(C)c1
  -16	-0.7	7	0.5	-5	-2	-2	2	-5	-5
> COc1ccc(Cl)cc1NC(=O)CSc1nc(N2CCCCC2)nc(N2CCCCC2)n1
  .	4.6	-6	-1.9	-2	3	1	0	-3	0
> COCCN(CCOC)c1ncnc2c1cnn2-c1ccccc1
  -8	0.8	-11	1.2	5	.	-5	-3	-4	2
> CCCCC[C@@H](O)c1cc2ccccc2c(=O)o1
  -7	1.7	4	-1.4	-5	-8	-5	-8	-5	0
> CC(=O)N1CCc2c(sc3c2c(=O)n(-c2ccccc2)c(=O)n3Cc2ccccc2Cl)C1
  1	-1.1	-1	-2.1	0	3	0	5	4	4
> COc1ccc(-c2ccc3oc(-c4ccsc4)cc(=O)c3c2)cn1
  35	-0.4	-3	-3.5	-6	1	-1	5	-7	1
> Cc1ccccc1NC(=S)NCc1ccccc1
  -18	0.4	9	-1.3	5	0	0	0	-1	-5
> Cc1cccc(Cl)c1NNC(=O)Nc1c([N+](=O)[O-])c(C)nn1C
  -17	1.6	8	0.1	5	3	-1	4	5	-2
> CC1=C(C(=O)Nc2ccccc2Cl)C(c2ccc(N(C)C)cc2)NC(=O)N1 (centres undefined)
  13	-4.0	8	-0.5	19	-1	5	-10	-12	-9
> O=C(NC1CCN(Cc2ccc(Cl)cc2Cl)CC1)c1ccccc1
  -3	-0.9	-7	0.3	2	-2	-4	-6	-6	-3

Source: PubChem BioAssay

Outcome played no part in choosing rows, and some 1.6% of all compounds hit somewhere here.
